TcdB GH inh: inhibitors of Clostridioides difficile toxin B glycohydrolase; TcdB glycohydrolase enzymatic assay, plate reader; AID 652162; actives 0.24% (n = 350,000); inhibition, % at 9.99 µM; in the data active means inhibition above about 10%
Target sequence (P18177 whole entry, looked up): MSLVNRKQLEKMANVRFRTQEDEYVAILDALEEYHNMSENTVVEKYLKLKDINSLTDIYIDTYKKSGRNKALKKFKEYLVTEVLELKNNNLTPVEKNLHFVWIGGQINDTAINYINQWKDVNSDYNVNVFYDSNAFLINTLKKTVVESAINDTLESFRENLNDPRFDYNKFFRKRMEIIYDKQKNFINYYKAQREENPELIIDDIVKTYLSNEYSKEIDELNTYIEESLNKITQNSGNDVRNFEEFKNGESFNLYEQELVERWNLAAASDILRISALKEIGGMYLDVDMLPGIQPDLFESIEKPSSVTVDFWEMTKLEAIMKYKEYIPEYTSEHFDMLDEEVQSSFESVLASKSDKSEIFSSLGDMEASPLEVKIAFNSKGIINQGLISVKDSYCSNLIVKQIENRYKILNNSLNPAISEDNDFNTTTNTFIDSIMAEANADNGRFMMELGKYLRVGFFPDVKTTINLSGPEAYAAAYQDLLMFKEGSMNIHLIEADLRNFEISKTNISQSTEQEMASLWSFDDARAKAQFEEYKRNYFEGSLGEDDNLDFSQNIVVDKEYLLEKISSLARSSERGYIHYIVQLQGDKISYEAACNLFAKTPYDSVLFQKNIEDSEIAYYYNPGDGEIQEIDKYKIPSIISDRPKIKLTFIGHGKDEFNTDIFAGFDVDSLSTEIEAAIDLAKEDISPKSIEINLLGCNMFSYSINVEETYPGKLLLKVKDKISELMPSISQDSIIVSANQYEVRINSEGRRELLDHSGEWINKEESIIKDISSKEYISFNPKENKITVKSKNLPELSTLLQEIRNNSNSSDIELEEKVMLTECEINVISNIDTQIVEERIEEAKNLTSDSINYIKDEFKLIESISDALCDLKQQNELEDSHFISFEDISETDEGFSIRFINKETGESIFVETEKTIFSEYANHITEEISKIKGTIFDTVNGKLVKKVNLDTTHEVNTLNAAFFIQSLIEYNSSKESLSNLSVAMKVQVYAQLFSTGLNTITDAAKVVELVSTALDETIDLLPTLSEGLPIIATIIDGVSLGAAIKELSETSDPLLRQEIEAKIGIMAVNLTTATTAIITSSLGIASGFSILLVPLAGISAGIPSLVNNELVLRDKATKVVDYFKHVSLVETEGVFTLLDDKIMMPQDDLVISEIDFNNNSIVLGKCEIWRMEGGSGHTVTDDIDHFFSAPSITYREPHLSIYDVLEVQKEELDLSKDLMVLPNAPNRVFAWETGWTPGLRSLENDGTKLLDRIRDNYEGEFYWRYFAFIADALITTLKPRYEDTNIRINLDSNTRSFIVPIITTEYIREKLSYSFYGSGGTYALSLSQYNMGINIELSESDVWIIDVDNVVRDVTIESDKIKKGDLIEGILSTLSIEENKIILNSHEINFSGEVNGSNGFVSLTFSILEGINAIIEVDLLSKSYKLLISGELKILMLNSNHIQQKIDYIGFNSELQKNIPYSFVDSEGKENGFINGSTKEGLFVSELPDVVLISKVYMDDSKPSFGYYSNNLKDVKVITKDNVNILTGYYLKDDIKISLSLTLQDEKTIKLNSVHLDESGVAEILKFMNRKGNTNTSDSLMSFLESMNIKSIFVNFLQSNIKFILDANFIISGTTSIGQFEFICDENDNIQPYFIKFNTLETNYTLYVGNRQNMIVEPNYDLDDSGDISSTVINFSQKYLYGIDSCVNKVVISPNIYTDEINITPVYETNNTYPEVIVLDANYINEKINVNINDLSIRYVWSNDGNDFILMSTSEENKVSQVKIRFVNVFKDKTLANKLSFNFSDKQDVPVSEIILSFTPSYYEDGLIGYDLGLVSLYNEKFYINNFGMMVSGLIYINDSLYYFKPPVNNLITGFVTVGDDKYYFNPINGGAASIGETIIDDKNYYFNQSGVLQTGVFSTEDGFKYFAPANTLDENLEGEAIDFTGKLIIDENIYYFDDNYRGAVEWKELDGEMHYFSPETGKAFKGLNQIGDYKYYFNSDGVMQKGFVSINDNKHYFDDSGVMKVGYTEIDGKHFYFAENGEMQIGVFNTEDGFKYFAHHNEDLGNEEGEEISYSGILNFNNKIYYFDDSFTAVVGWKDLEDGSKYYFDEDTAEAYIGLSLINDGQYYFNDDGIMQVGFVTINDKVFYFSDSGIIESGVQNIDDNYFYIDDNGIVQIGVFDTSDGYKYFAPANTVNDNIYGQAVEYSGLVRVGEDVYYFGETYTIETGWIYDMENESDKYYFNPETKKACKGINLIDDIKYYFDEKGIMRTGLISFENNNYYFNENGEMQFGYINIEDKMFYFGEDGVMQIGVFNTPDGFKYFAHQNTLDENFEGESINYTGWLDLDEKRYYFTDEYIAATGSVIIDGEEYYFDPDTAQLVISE
Vc quorum ag: inducers of Vibrio cholerae quorum light production without autoinducers; AID 588436; V. cholerae BH1578 lux reporter, luminescence, 6 h; activation, % at 18.7 µM; actives 0.16% (n = 350,000); in the data active means activation mostly above about 9.7%, no sharp cut-off; inconclusive means no clear call, values can overlap the other calls; inactive means mostly below about 3.7%; further: not every result past the cut was called active; inactives centre near 0; reference of the scale not given here
Yp Topo-I inh: blocks Yersinia pestis topoisomerase I activity; Y. pestis Topo-I cleavage product accumulation, plate reader; activity, % at 10 µM; actives 0.064% (n = 360,000); in the data active means activity above about 50%, passing the limit was not always enough; inconclusive means no clear call, values can overlap the other calls; further: inactives centre near 2
FadD28 FP inh: inhibitors of Mycobacterium tuberculosis FadD28 bisubstrate binding; FadD28 bisubstrate probe binding, fluorescence polarization; inhibition, % at 12.5 µM; actives 0.22% (n = 360,000); in the data active means inhibition above about 8.5%, passing the limit was not always enough; inconclusive means no clear call, values can overlap the other calls
GDH-TPI inh: GDH-TPI coupled enzyme inhibition counter-screen | GDH-TPI coupled enzyme counterscreen, NADH absorbance | inhibition, % at 4.8 µM | actives 1.2% (n = 360,000); in the data active means inhibition above about 30%;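 further: 0% = DMSO wells and 100% = wells lacking the enzyme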
Mtb FBA inh: Mtb fructose-bisphosphate aldolase inhibition | purified M. tuberculosis FBA, fluorescence read-out | inhibition, % at 1 µM | actives 2.3% (n = 360,000) | AID 588726; in the data active means inhibition above about 27%;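 further: 0% = vehicle and 100% = reference inhibitor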
Mtb UGM inh: Mtb UDP-galactopyranose mutase inhibition; purified UGM, fluorescence polarization probe displacement; P9WIQ1; inhibition, % at 10 µM; actives 0.06% (n = 320,000); in the data active means inhibition above about 10%, passing the limit was not always enough; inconclusive means no clear call, values can overlap the other calls
PfHsp40 rescue: compounds rescuing yeast from Plasmodium falciparum HSP40 toxicity; actives 0.68% (n = 340,000); S. cerevisiae expressing PfHsp40, growth rescue, ATP luminescence; growth rescue, % at 12.5 µM; in the data active means growth rescue above about 28%, passing the limit was not always enough; inconclusive means no clear call, values can overlap the other calls;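 further: yeast W303a lacking pdr1 and pdr3 grown in galactose medium; growth measured after three days at 30 °C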
Mtb BioA inh: BioA (M. tuberculosis) enzyme inhibition; purified M. tuberculosis BioA enzyme, plate reader; inhibition, % at 9.99 µM; actives 0.096% (n = 360,000); AID 602481; in the data active means inhibition above about 40%; inconclusive means no clear call, values can overlap the other calls
Active calls of the source: *; i = inactive; ? = inconclusive; · = no result given; & = joins results of further samples.

cpd	smiles	GDH-TPI inh	FadD28 FP inh	Yp Topo-I inh	Mtb UGM inh	Mtb FBA inh	Vc quorum ag	PfHsp40 rescue	Mtb BioA inh	TcdB GH inh
1	O=C(C1COc2ccccc2O1)N1CCc2ccccc21 (stereo not drawn)	0	-2.4	-5	0.1	-1	-6.5	-0.8	-2.5	·
2	O=C(NC(=S)NCc1cccnc1)c1ccccc1[N+](=O)[O-]	3	0.2	-3	-0.8	2	i	-0.2	-1.0	-1.1
3	Cc1[nH][nH]c(=O)c1C(c1ccc(O)c(Br)c1)c1c(C)[nH][nH]c1=O	1	-1.4	0	0.6	-2	i	-1.4	-0.9	-2.3
4	CC(C)C1N(S(=O)(=O)c2ccccc2)CCN1S(=O)(=O)c1ccccc1	12	-0.7	2	1.1	4	-0.3	1.8	1.0	·
5	COc1cc2cc(NC(C)=O)cc(NCc3ccccc3)c2cc1OC	9	-2.2	7	0.9	10	-0.3	0.8	6.9	0.8
6	CC1CN(C(=O)c2cc(S(=O)(=O)N(C)c3ccc(F)cc3)ccc2Cl)CC(C)O1 (stereo not drawn)	-5	-2.4	12	3.3	2	0.4	0.6	-0.4	4.5
7	N#Cc1ccc(N2Cc3ccccc3/C2=N/C(=O)Nc2ccc(Cl)cc2)cc1	1	-2.3	-9	1.2	0	-0.3	8.2	·	·
8	COc1ccc(-c2noc(N3CCC(C(=O)Nc4ccc(OC)c(OC)c4)CC3)n2)cc1	16	-1.7	0	1.4	3	-0.1	0.1	2.0	-0.5
9	NS(=O)(=O)c1ccc(CCNCc2cc(Br)ccc2OCc2ccccc2)cc1	4	-4.3	16	-0.8	1	-0.5	-1.3	·	·
10	O=C(OCC(=O)c1ccccc1Br)c1ccccn1	5	-2.0	-3	1.3	3	-1.2	0.1	0.0	·
11	Cc1cc(OCC(=O)N[C@@H](Cc2c[nH]c3ccccc23)C(=O)O)c2c(C)c(C)c(=O)oc2c1	10	-1.1	2	0.5	2	-0.4	1.2	-0.2	-0.2
12	Cc1ccc(S(=O)(=O)N(C)CC(=O)N2CCN(Cc3ccccc3)CC2)cc1	4	-2.4	12	-1.0	1	-0.5	-0.7	-1.3	0.8

Part of the list above, reformatted:
Values run as follows: GDH-TPI inh, FadD28 FP inh, Yp Topo-I inh, Mtb UGM inh, Mtb FBA inh, Vc quorum ag, PfHsp40 rescue, Mtb BioA inh, TcdB GH inh
5	COc1cc2cc(NC(C)=O)cc(NCc3ccccc3)c2cc1OC
  9, -2.2, 7, 0.9, 10, -0.3, 0.8, 6.9, 0.8
6	CC1CN(C(=O)c2cc(S(=O)(=O)N(C)c3ccc(F)cc3)ccc2Cl)CC(C)O1 (stereo not drawn)
  -5, -2.4, 12, 3.3, 2, 0.4, 0.6, -0.4, 4.5
7	N#Cc1ccc(N2Cc3ccccc3/C2=N/C(=O)Nc2ccc(Cl)cc2)cc1
  1, -2.3, -9, 1.2, 0, -0.3, 8.2, ·, ·
8	COc1ccc(-c2noc(N3CCC(C(=O)Nc4ccc(OC)c(OC)c4)CC3)n2)cc1
  16, -1.7, 0, 1.4, 3, -0.1, 0.1, 2.0, -0.5
9	NS(=O)(=O)c1ccc(CCNCc2cc(Br)ccc2OCc2ccccc2)cc1
  4, -4.3, 16, -0.8, 1, -0.5, -1.3, ·, ·
10	O=C(OCC(=O)c1ccccc1Br)c1ccccn1
  5, -2.0, -3, 1.3, 3, -1.2, 0.1, 0.0, ·
11	Cc1cc(OCC(=O)N[C@@H](Cc2c[nH]c3ccccc23)C(=O)O)c2c(C)c(C)c(=O)oc2c1
  10, -1.1, 2, 0.5, 2, -0.4, 1.2, -0.2, -0.2

The listing continues.
cpd	smiles	GDH-TPI inh	FadD28 FP inh	Yp Topo-I inh	Mtb UGM inh	Mtb FBA inh	Vc quorum ag	PfHsp40 rescue	Mtb BioA inh	TcdB GH inh
13	Cc1cccc2cc(CN(Cc3ccc(F)cc3)C(=O)N(C)C)c3nnnn3c12	7	-2.2	25	1.3	1	-0.4	1.3	3.2	·
14	Cc1ccc(C(=O)N(CC(=O)NC2CCCC2)c2ccccc2Cl)s1	-12	-1.8	8	0.1	-1	-0.3	-1.0	-0.5	0.7
15	Cn1c(SCc2nc3ccccc3[nH]2)nnc1-c1cccs1	1	-1.0	-1	2.8	2	i	12	1.4	2.8
16	COC(=O)c1ccc(NC(=O)C[n+]2ccccc2C)cc1	-24	0.5	0	-2.6	-2	-0.4	-0.5	0.0	0.9
17	Cc1cc(NC(=O)C(C)SCC(=O)OC(C)C(=O)Nc2ccc(F)cc2Cl)no1 (stereo not drawn)	3	0.0	-9	3.8	-1	i	·	·	-5.2
18	CCOC(=O)N1CCN(C(=O)COc2ccc(Br)cc2)CC1	1	-0.1	6	0.6	-1	i	-1.3	-1.6	·
19	N/C(=N\OC(=O)Cc1ccccc1[N+](=O)[O-])c1cccnc1	-7	-4.5	0	0.9	-6	i	0.8	·	1.3
20	COc1ccc(OCC(=O)N2CCc3ccccc32)c([N+](=O)[O-])c1	11	-0.8	4	·	-3	-5.8	·	0.1	1.0
21	Cc1ccc2cc(CCNC(=O)c3ccc(Br)o3)c(=O)[nH]c2c1	9	-1.3	11	0.9	3	i	1.1	·	·
22	CC1(C)NC(=O)N(CC(=O)OCC(=O)c2ccc(F)cc2)C1=O	11	-0.6	2	3.1	-2	i	0.9	-1.3	0.6
23	O=C(CSc1nccn1-c1ccc(Cl)cc1)N1CCCc2ccccc21	3	-2.1	41	0.9	-1	-0.2	7.2	·	1.6
24	CCOc1ccc(NC(=O)Cn2nnc(C(=O)NCCc3ccc(OC)c(OC)c3)c2N)cc1	3	-1.1	2	2.3	-1	-0.3	-1.2	·	·

(continued)
cpd	smiles	GDH-TPI inh	FadD28 FP inh	Yp Topo-I inh	Mtb UGM inh	Mtb FBA inh	Vc quorum ag	PfHsp40 rescue	Mtb BioA inh	TcdB GH inh
25	O=C(NC(c1ccccc1)c1ccccc1)c1ccc(=O)[nH]n1	-2	-4.4	-10	0.4	-1	0.2	0.5	·	-0.1
26	Cc1cccc(C)c1OCC(=O)Nc1cccc(S(=O)(=O)N2CCCCCC2)c1	-2	-0.2	40	·	-3	i	·	0.7	0.3
27	CC1C(C(=O)Nc2ccccc2)CCCC1(C)C(=O)O (stereo not drawn)	12	0.3	7	2.0	-3	-0.4	0.8	-1.7	·
28	O=C(C[n+]1ccccc1)N/N=C/c1ccc(C(=O)O)cc1	2	-0.4	5	0.8	4	i	-0.7	-2.3	-0.6
29	COc1cc(S(=O)(=O)NCc2ccccc2Cl)ccc1-n1cnnn1	-4	2.0	-2	0.2	-2	-0.3	-0.3	-2.1	0.0
30	O=C(NCc1ccc2c(c1)OCO2)c1ccc(N2CCCCCC2)c([N+](=O)[O-])c1	3	-0.7	31	-0.7	-5	0.2	0.1	·	·
31	Cc1ccc2nc(NCCC(=O)O)nc(-c3ccccc3)c2c1	2	-1.1	-3	-0.7	36*	i	-0.7	-0.5	2.0
32	Cc1cc(C(=O)NCc2ccco2)no1	-1	-3.4	-9	2.0	-1	i	0.0	·	·
33	CC(NC(=O)CN(C)CC(=O)Nc1ccccc1Br)c1ccccc1 (stereo not drawn)	1	-3.5	-1	1.4	-2	-4.2	1.1	0.7	0.2
34	Cc1nccn1CC(=O)c1ccc(O)c(O)c1	10	-0.8	2	-1.9	-2	5.5	-2.3	0.3	6.6
35	Cc1cc(NC(=O)CSc2nc3cc(Cl)ccc3s2)no1	7	-0.1	3	1.2	1	5.0	0.7	0.9	·
36	CCOC(=O)c1c(/N=C/C2=C(O)CC(C)(C)CC2=O)sc(C)c1C	-2	-3.6	-4	1.4	2	-0.4	-0.5	-1.3	·

Following part:
cpd	smiles	GDH-TPI inh	FadD28 FP inh	Yp Topo-I inh	Mtb UGM inh	Mtb FBA inh	Vc quorum ag	PfHsp40 rescue	Mtb BioA inh	TcdB GH inh
37	COc1cc(C#Cc2c(-c3cncn3C)n(C)c3ccc(Br)cc23)cc(OC)c1	12	-4.5	7	2.3	1	-0.7	?	-3.9	0.2
38	Cc1ccc(C(=O)NC2CC(C)(C)NC(C)(C)C2)cc1S(=O)(=O)N1CCCCC1	4	-1.7	-4	·	1	-1.4	0.5	-0.4	-0.9
39	N#CC(Cc1cccs1)c1nc2ccccc2[nH]1 (stereo not drawn)	-3	-0.9	-8	·	4	0.9	·	1.3	-2.1
40	C[C@H]1CN([C@@H](C)CO)C(=O)CCCn2cc(nn2)CO[C@@H]1CN(C)C(=O)Nc1cccc(F)c1	-4	0.5	9	·	0	0.0	·	-1.3	0.2&0.9
41	COC(=O)c1c[nH]c(=O)c2ccccc12	4	-2.4	1	4.2	3	i	0.7	·	0.8
42	CC1CCN(C(=O)CSc2nnc(-c3ccco3)o2)CC1	-7	1.2	7	-0.9	5	1.8	-0.5	3.2	1.3
43	CC1CCc2sc(C(=O)NN)cc2C1 (stereo not drawn)	6	-2.9	0	-0.5	3	-0.4	0.5	·	0.5
44	CSc1ccc(CNC(=O)C2Cc3cc(S(=O)(=O)N4CCCC4)ccc3N2C(C)=O)cc1 (stereo not drawn)	1	-0.3	14	2.1	0	0.7	0.7	-1.5	0.8
45	Cc1onc(-c2ccccc2)c1C(=O)NCC1CCCO1 (stereo not drawn)	5	-0.9	-4	-0.6	-1	i	0.7	-0.3	·
46	CC(C)(C)NCC(O)COc1ccccc1C(=O)CCc1ccccc1 (stereo not drawn)	16	-3.5	1	-1.0	0	4.2	-0.8	-1.3	0.8
47	O=C(Nc1ncc2c(n1)-c1ccccc1CC2)c1ccccc1	2	-1.2	13	0.3	0	·	1.3	3.6	·
48	COc1ccc(-n2cc(CNCC3CCOCC3)c(-c3cccc(F)c3)n2)cc1	-2	-1.3	1	0.5	15	1.6	0.1	·	-0.6

A different layout for some results above.
48	COc1ccc(-n2cc(CNCC3CCOCC3)c(-c3cccc(F)c3)n2)cc1
41	COC(=O)c1c[nH]c(=O)c2ccccc12
39	N#CC(Cc1cccs1)c1nc2ccccc2[nH]1 (stereo not drawn)

assay / entry | 48 | 41 | 39
GDH-TPI inh | -2 | 4 | -3
FadD28 FP inh | -1.3 | -2.4 | -0.9
Yp Topo-I inh | 1 | 1 | -8
Mtb UGM inh | 0.5 | 4.2 | ·
Mtb FBA inh | 15 | 3 | 4
Vc quorum ag | 1.6 | i | 0.9
PfHsp40 rescue | 0.1 | 0.7 | ·
Mtb BioA inh | · | · | 1.3
TcdB GH inh | -0.6 | 0.8 | -2.1

Following part:
cpd	smiles	GDH-TPI inh	FadD28 FP inh	Yp Topo-I inh	Mtb UGM inh	Mtb FBA inh	Vc quorum ag	PfHsp40 rescue	Mtb BioA inh	TcdB GH inh
49	CCN1CCCC1CNC(=O)Cn1cccc1C(=O)c1ccccc1C (stereo not drawn)	6	-2.9	7	1.5	0	-1.3	0.3	-0.2	·
50	Fc1cccc(-c2c(-c3ccccc3)ncc3cc(F)ccc23)c1	4	-3.6	9	0.6	1	-0.3	0.0	-2.2	0.2
51	COc1ccc(/C=C/C(=O)OCC(=O)N(C)CC(=O)Nc2ccc(C)cc2)c(OC)c1	9	-2.9	27	-2.0	-1	-0.6	0.9	-0.2	-0.3
52	C=CCc1ccc(OCc2ccc(C(=O)O)o2)c(OC)c1	-4	-3.4	7	-0.3	-2	-2.2	2.6	·	-2.6
53	CCN(CC)CC#CC(O)(c1ccccc1)c1ccccc1	3	-0.6	7	3.1	3	-0.3	-0.9	·	-0.2
54	Cc1cccc(N2CCN(C(=O)N3CCOCC3)CC2)c1C	-1	-0.9	8	1.6	3	-0.5	0.2	·	1.1
55	COC(c1ccc(Cl)cc1)(c1ccc(Cl)cc1)C(Oc1nccc(C)n1)C(=O)O (stereo not drawn)	1	1.3	1	0.4	3	-3.8	-0.7	-2.3	2.4

Screening data from PubChem BioAssay.
